CHT PAM = allosteric activators of human choline transporter CHT; Q9GZV3; CHT-expressing cells, membrane potential dye, choline EC20; active compounds read high; LV-AA mutant CHT in HEK293 cells; B-score at 10 µM; 310,000 compounds, 0.49% hits;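 active = initial fluorescence not abnormally high and integrated response B-score, plate-corrected, over 3 SD above library mean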
Target sequence (Q9GZV3 whole entry, looked up): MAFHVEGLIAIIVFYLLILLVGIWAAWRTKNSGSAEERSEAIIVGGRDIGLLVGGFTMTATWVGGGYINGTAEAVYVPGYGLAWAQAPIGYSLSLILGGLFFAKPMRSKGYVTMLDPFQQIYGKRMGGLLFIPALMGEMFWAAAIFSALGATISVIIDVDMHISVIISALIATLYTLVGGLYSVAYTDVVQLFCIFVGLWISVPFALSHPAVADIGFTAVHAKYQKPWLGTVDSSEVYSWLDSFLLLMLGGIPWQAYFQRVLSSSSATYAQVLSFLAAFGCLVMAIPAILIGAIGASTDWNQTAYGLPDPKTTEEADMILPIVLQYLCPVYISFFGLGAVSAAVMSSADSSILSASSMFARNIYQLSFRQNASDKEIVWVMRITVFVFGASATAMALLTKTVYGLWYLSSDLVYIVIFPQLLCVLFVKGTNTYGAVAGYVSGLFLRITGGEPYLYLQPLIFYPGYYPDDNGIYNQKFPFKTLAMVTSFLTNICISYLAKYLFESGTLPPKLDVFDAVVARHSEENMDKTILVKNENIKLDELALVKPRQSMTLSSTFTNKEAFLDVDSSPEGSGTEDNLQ
CHT block = inhibits the human high affinity choline transporter | Q9GZV3 | CHT-expressing cells, membrane potential dye, choline response; active compounds read low | B-score at 10 µM | 310,000 compounds, 0.86% hits | AID 488975;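 active = B-score over 3 SD under the library average, and starting fluorescence ratio not unusually high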;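 also: choline stimulus applied at its EC90 after an EC20 pre-addition; B-score computed on integrated fluorescence ratio after choline addition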
Starred values were filed as active, the others as inactive; i = inactive.

mol	CHT PAM	CHT block
CC/C(=N\NC(=O)c1ccc(N2CCCC2=O)cc1)c1ccccc1	i	i
O=C(Nc1ccc(Oc2cccc3ccccc23)cc1)c1ccco1	i	i
CCc1nnc(NC(=O)CSc2nnc(-c3c[nH]c4ccccc34)n2CCOC)s1	i	i
CCCC(=O)c1cc2ccccc2oc1=O	i	i
Cc1nc2ccc([N+](=O)[O-])cc2c(=O)n1Cc1cccc(F)c1	i	i
CCOc1ccc(C(=O)NC(=S)Nc2ccc(N3CCCCC3)cc2)cc1[N+](=O)[O-]	i	i
O=C(c1ccc(Br)cc1)N1CCC(C(=O)N2CCN(c3ccccc3)CC2)CC1	i	i
Fc1ccc(-c2ccnc3nc(-n4cccc4)nn23)cc1	i	i
CN(C)c1ncc([N+](=O)[O-])cc1C(F)(F)F	i	i
Cc1ccccc1C(=O)N1CCC(C(=O)NC2CCCCCC2)CC1	i	i

3 compounds from above, sorted by length of the SMILES, rising:
mol	CHT PAM	CHT block
CCCC(=O)c1cc2ccccc2oc1=O	i	i
O=C(Nc1ccc(Oc2cccc3ccccc23)cc1)c1ccco1	i	i
CCOc1ccc(C(=O)NC(=S)Nc2ccc(N3CCCCC3)cc2)cc1[N+](=O)[O-]	i	i

(more compounds)
mol	CHT PAM	CHT block
O=C(CCCNS(=O)(=O)c1cccs1)N1CCN(c2cccc(Cl)c2)CC1	i	i
Cc1ccc(S(=O)(=O)NCc2ccc3c(c2)cc(C)n3C)cc1	i	i
CC(C)N(Cc1ccccc1)C(=O)CN1C(=O)NC2(CCCc3ccccc32)C1=O (stereo unspecified)	i	i
COc1cc(Cl)cc(C(c2c(C(=O)O)[nH]c3ccccc23)c2c(C(=O)O)[nH]c3ccccc23)c1O	i	i
C#CC[N+](C)(C)CCCCCCCC	i	i
COC(=O)C1N2C(=O)[C@@H](NC(=O)COc3ccccc3)[C@H]2SC1(C)C (stereo partly specified)	i	i
CCc1cccc(CC)c1NC(=O)COc1ccccc1C(=O)c1cc(C#N)c(=O)n(C2CCCCC2)c1	i	i
FC(F)(F)c1cc(-c2cccs2)nc2cc(-c3cccs3)nn12	i	i
CC(C)(C)C(=O)N1CCN(c2ccnc3cc(Cl)ccc23)CC1	i	i
CC(=O)c1ccc(NC(=O)C2CCN(S(=O)(=O)c3cccc4cccnc34)CC2)cc1	i	i

Following part:
mol	CHT PAM	CHT block
CCOC(=O)/C(=C\c1ccc([N+](=O)[O-])cc1)C(=O)c1cc(C(C)=O)c(Nc2ccccc2)s1	i	i
NC(=O)c1ccsc1NC(=O)COC(=O)/C=C/c1ccccc1	i	i
Cc1ccc(C)c(S(=O)(=O)NC2CCS(=O)(=O)C2)c1 (stereo unspecified)	i	i
COc1cc(CCC(=O)OCn2nnc3ccccc3c2=O)cc(OC)c1OC	i	i
O=C(Nc1ccccc1)C(=O)Nc1ccccn1	i	i
COc1ccccc1CNC(=O)CSc1ccc(-c2cccs2)nn1	i	i
CC1CN(C(=O)c2ccc(S(=O)(=O)Nc3ccccc3F)cc2)CC(C)O1 (stereo unspecified)	i	i
CN(CCc1ccccn1)C(=O)c1cccnc1Oc1ccc(Cl)cc1	i	i
O=C1CCN(S(=O)(=O)c2ccccc2)CCN1CCOCc1ccc(Cl)cc1	i	i
COc1ccc(NC(=O)/C(C#N)=C/c2ccc3c(c2)n(C)c(=O)n3C)cc1	i	i

Additional results follow:
mol	CHT PAM	CHT block
S=C(Nc1ccccc1)N1CCN(C/C=C/c2ccccc2)CC1	i	i
O=c1[nH]c(CSc2nc3ccccc3s2)nc2cc(Cl)ccc12	i	i
CC(=O)N1c2ccccc2-c2nc3ccccc3n2C1C (stereo unspecified)	i	i
O=C(Nc1ccccc1)N1CCCC(c2nc(-c3ccc(F)cc3)no2)C1 (stereo unspecified)	i	-5.9*
COc1cc(NC(=O)c2cccc(F)c2)cc(OC)c1OC	i	i
O=C(CN1C(=O)S/C(=C\c2cc(Cl)c(O)c(Cl)c2)C1=O)Nc1ccccc1	i	i
Cc1ccc(CNC(=O)CCC2CCCN(C(=O)CCC(F)(F)F)C2)o1 (stereo unspecified)	i	i
Cc1c(C(=O)N2CCc3ccccc3C2)sc2nc(-c3ccccc3)cn12	i	i
C=CCn1c2[n+](c3ccccc3c1=O)CCCCC2	i	i
CC(OC(=O)c1cccc(-n2cnnn2)c1)C(=O)Nc1ccc(N(C)C)cc1 (stereo unspecified)	i	i

Additional records.
mol	CHT PAM	CHT block
CNS(=O)(=O)c1ccc2nc(NC(=O)c3ccc(N4C(=O)CCC4=O)cc3)sc2c1	i	i
NC(=O)c1cccc(CC(=O)c2ccccc2)c1	i	i
COc1ccc(CNC(=O)COC(=O)CC2CCCC2)cc1	i	-5.4*
Cc1ccc(/C=C2\SC(=S)N(C3CCS(=O)(=O)C3)C2=O)cc1 (stereo unspecified)	i	i
Cc1cccc(NC(=O)CSc2nc(=O)n(CCCN3CCOCC3)c3c2CCCC3)c1	i	i
O=C(Nc1ccc(Cl)cn1)c1cccnc1	i	i
O=C(NC(Cc1ccccc1)C(=O)Oc1ccc2c(C(F)(F)F)cc(=O)oc2c1)OCc1ccccc1 (stereo unspecified)	i	i
C1=CCC(CN2CCNCC2)CC1 (stereo unspecified)	i	i
O=C(NCc1ccccc1)c1ccc(CS(=O)(=O)c2ccccc2)o1	i	i
Cc1ccc(C(=O)CN(C(=O)c2ccc(Cl)c(Cl)c2)N2C(=O)C3CCCCC3C2=O)cc1C (stereo unspecified)	i	i

(listing goes on)
mol	CHT PAM	CHT block
CC(=O)Nc1sc(N/N=C\c2ccco2)nc1-c1cccs1	i	i
CC(=O)Nc1ccc(NC(=O)c2ccccc2CC[N+](=O)[O-])cc1	i	i
COc1ccc(CC(=O)OCC(=O)Nc2ncc(Cl)cc2Cl)cc1OC	i	i
CC(C)c1nnc(NC(=O)C2CCCN2C(=O)Nc2cccc(Cl)c2)s1 (stereo unspecified)	i	i
COc1ccc(C(=O)NC(=S)N(C)Cc2ccccc2)cc1Br	i	i
Cc1cccc(C)c1NC(=O)Cn1nnc(-c2ccc(N3CCOCC3)cc2)n1	i	i
O=Cc1ccc(Oc2ccc(F)cc2)nc1	i	i
COCc1cc(C)nc(SCC(=O)Oc2ccccc2)c1C#N	i	i
O=C(CCCn1c(=S)[nH]c2cc3c(cc2c1=O)OCO3)N1CCN(c2ncccn2)CC1	i	i
O=C(Nc1cc2c(cc1C(=O)O)OCCCO2)c1ccc(F)cc1F	i	i

Later entries.
mol	CHT PAM	CHT block
NC(=O)c1ccc(=O)n(Cc2ccc(Cl)cc2Cl)c1	i	i
C#CCOC(=O)C1C2C=CC(C2)C1C(=O)O (stereo unspecified)	i	i
CC(C)C(=O)Nc1cc2c3c(c1)CCC(=O)N3CCC2	i	i
O=C(c1nc2ncccn2n1)N1CCc2ccccc2C1	i	i
COc1ccnc2c1c(=O)n(Cc1ccc(Cl)cc1)c(=O)n2C	i	i
CCC(C)Sc1ccc(-c2nc3ccc(C)cn3c2NC2CCCCC2)cc1 (stereo unspecified)	i	i
Cc1ccc(NC(=O)C(Cc2ccccc2)N2C(=O)C3C4CCC(C4)C3C2=O)cc1Cl (stereo unspecified)	i	i
COc1cc(C)c(CN2CCN(c3ncccn3)CC2)cc1C	i	i
Cc1cc(C)c(-c2cc(C(=O)Nc3cc(C)ccc3C)[nH]n2)c(O)c1	i	i
CCn1cc(S(=O)(=O)CC(=O)NC2CCCCC2)c2ccccc21	i	i

Single records, from the list above:
`C=CCn1c2[n+](c3ccccc3c1=O)CCCCC2` in the list: CHT PAM: i; CHT block: i
`CC(C)C(=O)Nc1cc2c3c(c1)CCC(=O)N3CCC2` in the list: CHT PAM: i; CHT block: i
`CC(=O)c1ccc(NC(=O)C2CCN(S(=O)(=O)c3cccc4cccnc34)CC2)cc1` in the list: CHT PAM: i; CHT block: i

The listing continues:
mol	CHT PAM	CHT block
Cc1sc(NC(=O)c2cc(-c3ccccc3)nc3ccccc23)c(C(N)=O)c1C	i	i
CS(=O)(=O)Oc1ccc(/C=C2\C(=N)N3N=C(CC(=O)N4CCOCC4)SC3=NC2=O)cc1Cl	i	i
CN(CC(=O)N1CCCC1)S(=O)(=O)c1ccc2ccccc2c1	i	i
CN(C)c1ccc(NC(=O)CSc2nc3c(c(=O)[nH]2)CCCC3)cc1	i	i
CCOCCn1c(CN(Cc2ccccc2)Cc2ccccc2)nc2c1c(=O)n(C)c(=O)n2C	i	i
CN1C(=O)C(C)(C)c2cc(S(=O)(=O)NCCc3ccc(Cl)cc3)ccc21	i	i
OC(COc1ccc2c(c1)OCO2)CN1CCN(c2ccc(F)cc2)CC1 (stereo unspecified)	i	i
COc1cc(OC)cc(-c2nnc(NC(=O)CCS(=O)(=O)c3ccc(F)cc3)o2)c1	i	i
COc1ccc(C(=O)NNC(=O)CCC(=O)Nc2cc(C)on2)cc1	i	i
N#CC1=C(N)SC(N)=C(C#N)C1c1cccc(O)c1	i	i

(further entries)
mol	CHT PAM	CHT block
O=C(O)c1ccc(Cl)c(S(=O)(=O)Nc2ccc(S(=O)(=O)Nc3cccc(Cl)c3)cc2)c1	i	i
O=C(Nc1nc2ccccc2[nH]1)c1ccc(OC(F)F)cc1	i	i
COc1ccc(Oc2nc3c(C)cccn3c(=O)c2/C=C(\C#N)C(N)=O)cc1	i	i
COc1ccc2c(Cl)c(-c3nnc(SCC(N)=O)n3C)sc2c1	i	i
Cc1cc(C)nc(NC(=O)c2c(C(=O)O)noc2C)n1	i	i
COc1ccc(S(=O)(=O)N(C)c2ccc(OCC(=O)Nc3cc(C)on3)cc2)cc1	i	i
COCCNC(=S)N/N=C/c1ccc2c(c1)OCCO2	i	i
NC(=O)c1cc([N+](=O)[O-])ccc1NCc1cccc2ccccc12	i	i
Cc1csc(NC(CO)c2nc3ccccc3n2CCOCCO)n1 (stereo unspecified)	i	i
COc1cc(/C=C(\C#N)c2nc3ccccc3[nH]2)c([N+](=O)[O-])cc1OCc1ccccc1	i	i

(next part)
mol	CHT PAM	CHT block
CC(C)CC(NS(=O)(=O)c1ccc2c(c1)oc(=O)n2C)C(=O)NC1CCCc2ccccc21 (stereo unspecified)	i	i
Cc1nc(NS(=O)(=O)c2ccccc2)sc1C(=O)N/N=C/c1ccccc1	i	i
CC(=O)N1CCc2cc(Br)cc(S(=O)(=O)CCC(=O)N3CCN(c4ccccn4)CC3)c21	i	i
O=C(c1ccccc1F)N(Cc1ccccc1)Cc1ccccc1	6.5*	i
COc1cc(CN2CC(=O)N(c3ccc(C)c(C)c3)C2=S)cc(OC)c1OC	i	i
Cc1ccc(/C(N)=N/OC(=O)C(C)c2ccc([N+](=O)[O-])cc2)cc1 (stereo unspecified)	i	i
Cc1ccc(C(=O)Nc2ccon2)cc1S(=O)(=O)N1CCCCCC1	i	i
O=C(Nc1nc(-c2ccccc2)cs1)c1cccc([N+](=O)[O-])c1C(=O)O	i	i
CCC(=O)c1cc2c(C)cc(=O)oc2c(C)c1O	i	i
Cc1ccc(/C=N/NC(=O)c2cccs2)o1	i	i

(continued)
mol	CHT PAM	CHT block
CCOc1cc(N2CCOCC2)c(OCC)cc1NC(=O)CC12CC3CC(CC(C3)C1)C2	i	i
CN1C(=O)C(C)(C)c2cc(S(=O)(=O)NCc3ccc(Cl)cc3)ccc21	i	i
O=C(O)CCCn1cc(NC(=O)c2c(F)cccc2F)cn1	i	i
N=c1c2c(n(Cc3cccc(Cl)c3)c3c1CCC3)CCCC2	8.8*	i
O=c1[nH]c2cc3c(cc2cc1CN(Cc1ccc2c(c1)OCO2)Cc1nnnn1CC1CCCO1)OCO3 (stereo unspecified)	i	i
Cc1ccc(C)c(C(=O)C(C)OC(=O)c2cccn2C)c1 (stereo unspecified)	i	i
CCn1c2ccccc2c2cc(NC(=O)COC(=O)c3ccc(NC(=O)CC#N)cc3)ccc21	i	i
CON/C=C(\C=Nc1ccc(Cl)cc1)c1ncc(C(F)(F)F)cc1Cl	i	i
Cc1c(NC(=O)COC(=O)c2c3c(nc4ccccc24)CCCC3)c(=O)n(-c2ccccc2)n1C	i	i
Cc1ccc(C2=NCN(c3ccc(C(=O)O)cc3)C(=S)N2)cc1	i	i

Remaining list, next part.
mol	CHT PAM	CHT block
O=C1OC(N2CCN(C/C=C/c3ccccc3)CC2)c2ccccc21 (stereo unspecified)	i	i
CCOC(=O)CN(C(=O)CSc1nnc(CNc2ccc(F)cc2)n1C)c1ccccc1	i	i
Cc1ccc(C(=O)N2C(=O)c3cccc(N)c3C2=O)o1	i	i
COc1ccccc1N1CCN(C(c2cccs2)C(C)NS(=O)(=O)c2ccccc2)CC1 (stereo unspecified)	i	i
COc1cc(C(O)P(=O)(OC2CCCCC2)c2ccc(N(C)C)cc2)cc(OC)c1OC (stereo unspecified)	i	i
Cc1ccc(-n2c3nc(=O)[nH]c(=O)c-3cc3c(C)nn(-c4ccccc4)c32)c(C)c1	i	i
Cc1ccc(CN2CCN(/N=C\c3cccc([N+](=O)[O-])c3)CC2)cc1	i	i
Cc1ccc2c(c1)N(CC(=O)NCCc1ccc(Cl)cc1)C(=O)c1cccnc1O2	i	i
C=C(C)Cn1c(C)cc(C)c(S(=O)(=O)c2ccc(C)cc2)c1=O	i	i
Cc1cc(C)nc(Sc2ccc(/C=C(\C#N)C(=O)Nc3ccccc3)o2)n1	i	i

Next part.
mol	CHT PAM	CHT block
Cc1ccc(N=Nc2c(N)nn3c(C)cc(C)nc23)cc1	i	i
COC(=O)c1onc(-c2ccccc2)c1C(=O)OC	i	i
CCOc1ccc(NC(=S)N2CCC(NC(=O)c3ccco3)CC2)cc1	i	i
O=C(COC(=O)CNS(=O)(=O)c1ccc(Br)cc1Cl)NCCc1ccccc1	i	i

Screening data as filed in PubChem.
